Assay outcomes from PubChem.
M. tuberculosis GlmU – inhibition of mycobacterial GlmU enzyme – biochemical, glucosamine-1-phosphate acetyltransferase (AID 1376); hit rate 0.25% among 220,000; M. tuberculosis GlmU acetyltransferase enzyme assay; higher % means a stronger effect; inhibition, %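 (tested at 30 µM in the primary screen)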, or IC50 in µM where a hit was titrated; in the data active = inhibition above about 13%; inconclusive = no clear call, values can overlap the other calls;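 also: 0% = complete reaction with vehicle and 100% = reaction without substrate; strong numbers were not always called active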
Mtb RmlCD inh – inhibitors of Mycobacterium tuberculosis RmlC and RmlD coupled enzymes; P9WH09+P9WH11; RmlC+RmlD coupled enzyme assay, percent inhibition; primary screen in compound mixtures; inhibition, % at 3.6 µM; hit rate 0.03% among 160,000; AID 1533; in the data active = inhibition mostly above about 34%, no sharp cut-off; inconclusive = no clear call, values can overlap the other calls; inactive = mostly below about 22%; also: some results filed as inactive read as strong as hits
Target sequence (P9WH09 whole entry, looked up): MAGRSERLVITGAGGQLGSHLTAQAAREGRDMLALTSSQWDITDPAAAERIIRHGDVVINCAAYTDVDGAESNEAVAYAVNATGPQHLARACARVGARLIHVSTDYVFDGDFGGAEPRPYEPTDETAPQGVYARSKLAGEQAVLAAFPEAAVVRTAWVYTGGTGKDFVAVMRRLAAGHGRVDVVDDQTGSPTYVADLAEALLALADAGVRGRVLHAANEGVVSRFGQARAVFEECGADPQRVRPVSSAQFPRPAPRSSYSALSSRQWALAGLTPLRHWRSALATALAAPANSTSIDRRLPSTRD
Target sequence (P9WH11 whole entry, looked up): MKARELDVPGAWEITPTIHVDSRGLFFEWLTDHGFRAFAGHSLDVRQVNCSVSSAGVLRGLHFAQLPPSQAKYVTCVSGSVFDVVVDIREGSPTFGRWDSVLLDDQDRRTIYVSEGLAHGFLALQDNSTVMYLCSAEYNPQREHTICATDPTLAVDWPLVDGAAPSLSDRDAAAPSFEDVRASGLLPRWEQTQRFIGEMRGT
The depositor's hits bear a star; ? = inconclusive; · = not tested or not shown. These rows are one share of the data; count on the stated rates, not on these rows.

Value order: M. tuberculosis GlmU	Mtb RmlCD inh
> O=C(c1ccco1)C12CN3CN(CN(C3)C1)C2
    7.5%	15.0
> CC(=O)Nc1cc(C(=O)N2CCCC2)ccc1Sc1ccc(Cl)cc1
    2.3%	·
> Nc1ccc(C(=O)NCc2ccccc2)cc1
    -2.4%	-12.1
> CN(Cc1ccccc1)C(=O)COC(=O)c1ccc2c(c1)OCO2
    -4.5%	·
> COc1ccc(/C=C/C(=O)OCC(=O)c2ccc3c(c2)NC(=O)CO3)c(OC)c1
    -0.1%	-8.0
> COc1ccc(C(=O)NC(=S)NC(C)C)cc1Br
    4.9%	17.8
> COc1ccc(OC)c(-n2c(SCC(=O)N3CCc4ccccc43)nc3c(c2=O)SCC3)c1
    -3.3%	·
> CC(=O)Cc1nsc(NC(=O)c2ccccc2)n1
    -1.3%	-0.3
> CCN1CCN(Cc2oc(CO)cc(=O)c2O)CC1
    6.1%	·
> Cc1cc(C)nc(NNC(=O)c2ccccc2O)n1
    2.7%	-9.8
> O=S(=O)(c1cccc2nsnc12)N1CCN(c2ccc(F)cc2)CC1
    -1.6%	3.2
> CCCCCOC(=O)c1[nH]c2c(c1C)C(=O)C(C(=O)OC)C(C)C2 (stereo unspecified)
    3.0%	·
> Cc1cc(N/C=C(\C#N)S(=O)(=O)c2ccc(Cl)cc2)nc(C)n1
    4.0%	7.6
> COC(=O)C1=CO[C@@H](OC2OC(CO)C(O)C(O)C2O)[C@@H]2C(CO)=CC[C@H]12 (stereo partly specified)
    -0.1%	·
> O=C(CC1Oc2ccc(Cl)cc2NC1=O)NC1CCCCCC1 (stereo unspecified)
    3.0%	·
> COc1ccc(/C=N/OC(=O)c2ccc(Cl)cc2)c(Cl)c1OC
    -2.9%	-5.1
> Cc1nnc(NC(=O)CCn2cnc3ccccc3c2=O)s1
    -4.2%	4.4
> CC1CCCN(c2nc3ccccc3nc2C(C#N)S(=O)(=O)c2cccs2)C1 (stereo unspecified)
    3.2%	·
> CC1(C)N(OCc2ccccc2)C(=O)C(=O)N(OCc2ccccc2)C1(C)C
    8.2%	15.0
> COc1ccc(-c2cc(C)nc(SCC(=O)c3cccc([N+](=O)[O-])c3)n2)cc1
    0.7%	·
> O=C(Nc1cccc2ccccc12)c1nn(C23CC4CC(CC(C4)C2)C3)cc1Br
    2.2%	25.9
> Cc1ccc(S(=O)(=O)N2CCN(C)CC2)cc1-c1nnc2c3ccccc3c(C)nn12
    5.9%	-5.7
> COc1ccc(NC(=O)c2cccnc2Cl)c(S(=O)(=O)N2CCOCC2)c1
    1.5%	35.9
> C=CCNC(=O)c1ccc(OC2CCN(S(=O)(=O)N(C)C)CC2)cc1
    0.1%	-4.7
> c1ccc(SSc2ccccc2)cc1
    3.8%	·
> COC(=O)Cn1cnc2c(cnn2-c2ccccc2)c1=O
    1.3%	-0.3
> COC(=O)c1ccccc1NC(=O)CN1CCN(C(=O)c2ccco2)CC1
    2.6%	·
> CSc1ccc(Cl)c(C(=O)Nc2ccc(OCC(N)=O)cc2)c1
    0.6%	2.5
> COc1ccc(C/C(C)=N/NC(=O)c2ccc(C)cc2C)cc1
    0.7%	-7.3
> COc1ccc(S(=O)(=O)N2CCN(C(=O)c3ccco3)CC2)cc1OC
    -4.7%	1.7
> OCCC1CN(Cc2cccn2-c2nccs2)CCN1Cc1ccc(F)c(F)c1 (stereo unspecified)
    1.9%	·
> CCOC(=O)c1oc2cccc(OC(C)=O)c2c1C
    6.6%	·
> NC1=NC(=O)/C(=C\C=C\c2ccccc2)S1
    2.0%	-4.0
> Cc1ccc(S(=O)c2ccc(NC(=O)C3CC3)cc2C#N)cc1 (stereo unspecified)
    5.6%	-3.5
> COc1ccc(C(=O)NC(=S)NCc2cccnc2)cc1Br
    0.8%	·
> N/C(=N\OC(=O)CCC1CCCC1)c1cccnc1
    -0.1%	-7.9
> CC(C)(C)S(=O)(=O)c1cnc(-c2ccccn2)nc1N
    2.9%	4.5
> O=C(c1ccco1)N1CCN(C(=O)c2ccc(COc3ccc4c(c3)CCC4)o2)CC1
    0.5%	·
> Nc1nc(COc2ccc(F)cc2)nc(N2CCCCC2)n1
    -1.0%	·
> CCNC(=O)COc1ccc2ccccc2c1
    1.9%	-4.9
> C/C(=N\NC(=O)CSc1nnc(C)s1)c1ccc(Cl)cc1
    0.2%	5.5
> COCCn1c(SCC(=O)N2CCc3ccccc3C2)nc2ccccc2c1=O
    2.7%	-3.7
> S=c1nc(-c2cccc(Br)c2)[nH][nH]1
    -0.9%	3.1
> Cc1cccc(-n2c(CCn3nc(C)c([N+](=O)[O-])c3C)n[nH]c2=S)c1
    3.4%	-6.1
> O=C(CSc1nc2[nH]ncc2c(=O)[nH]1)N1CCCCC1
    -3.9%	0.5
> CCOc1cc(/C=N/NC(N)=O)cc(Br)c1OCC(=O)Nc1cccc2ccccc12
    -0.6%	?
> CN(c1cccc(NC(=O)Nc2cccc(Cl)c2)c1)S(C)(=O)=O
    -1.5%	1.7
> O=C(Nc1ccc(-c2noc(CCc3ccccc3)n2)cc1)c1cccnc1
    3.0%	-4.7
> O=C(CCCCn1c(=O)c2ccccc2n(Cc2ccc(F)cc2)c1=O)NCc1ccco1
    2.2%	3.2
> CCOc1ccccc1N1C(=O)CC(Nc2ccc(N3CCOCC3)cc2)C1=O (stereo unspecified)
    -5.7%	·

Additional records follow.
Value order: M. tuberculosis GlmU	Mtb RmlCD inh
> CC1=CC(C/C(C)=C/COc2ccc3ccc(=O)oc3c2)OC1=O (stereo unspecified)
    -0.2%	·
> Cc1ccc(C(=O)Nc2cnc3ccccn3c2=O)cc1
    2.8%	·
> COc1ccc(N2C(=O)CCC(C(=O)NCc3cccnc3)C2c2ccc(OC)c(OC)c2)cc1 (stereo unspecified)
    -4.7%	-6.6
> Cc1nnc(SCCOc2ccccc2)s1
    -5.8%	8.4
> CCCc1nnc(SCc2ccc(OCC)cc2)n1N
    ·	9.6
> Fc1ccccc1-c1nc2nc3ccccc3nc2n1CC1CCCO1 (stereo unspecified)
    4.8%	·
> CCC12C=CCN3CCC4(c5cc(Br)c(OC)cc5N(C)C4C(O)(C(=O)OC)C1OC(C)=O)C32 (stereo unspecified)
    -2.7%	8.4
> CSc1ccccc1C(=O)NCCSc1ccccc1
    -9.0%	·
> COc1cccc(NC2CC(=O)N(CCc3ccccc3)C2=O)c1 (stereo unspecified)
    1.8%	·
> O=C(c1sccc1-n1cccc1)N1CCCC1
    3.4%	·
> CC1=CC(C)C(CN(CCC[N+](C)(C)C)C(=O)Nc2ccccc2)C(C)C1 (stereo unspecified)
    1.0%	·
> CCOc1ccc(CCNC(=O)Cn2c(=O)oc3ccccc32)cc1OCC
    -1.3%	-5.6
> CC(C)c1ccc(NC(=O)c2cc(S(=O)(=O)NCC3COc4ccccc4O3)ccc2F)cc1 (stereo unspecified)
    2.8%	·
> OCCN(Cc1ccccc1)Cc1ccccc1O
    -0.8%	·
> c1ccc(C(c2nnnn2C2CCCCC2)N2CCc3ccccc3C2)nc1 (stereo unspecified)
    -3.8%	-1.6
> CNC(=O)COC(=O)/C=C/c1cccc(F)c1
    -3.0%	4.6
> CC(C)c1nnc(NC(=O)CCC(=O)Nc2ccc3cn[nH]c3c2)s1
    0.0%	3.1
> CCOC(=O)c1c(CSC(=N)N)n(-c2ccc(C)cc2)c2cc(Br)c(OC(C)=O)cc12
    -5.0%	5.1
> CC(C)(CO)Nc1nc(N2CCCC2)nc(N2CCCC2)n1
    -1.9%	4.6
> CCOC(=O)CC(=O)c1cc(OC)c(OC)c(OC)c1
    0.8%	-7.8

Overlap with the part before: seven compounds, followed by the next part.
Value order: M. tuberculosis GlmU	Mtb RmlCD inh
> OCCN(Cc1ccccc1)Cc1ccccc1O
    -0.8%	·
> c1ccc(C(c2nnnn2C2CCCCC2)N2CCc3ccccc3C2)nc1 (stereo unspecified)
    -3.8%	-1.6
> CNC(=O)COC(=O)/C=C/c1cccc(F)c1
    -3.0%	4.6
> CC(C)c1nnc(NC(=O)CCC(=O)Nc2ccc3cn[nH]c3c2)s1
    0.0%	3.1
> CCOC(=O)c1c(CSC(=N)N)n(-c2ccc(C)cc2)c2cc(Br)c(OC(C)=O)cc12
    -5.0%	5.1
> CC(C)(CO)Nc1nc(N2CCCC2)nc(N2CCCC2)n1
    -1.9%	4.6
> CCOC(=O)CC(=O)c1cc(OC)c(OC)c(OC)c1
    0.8%	-7.8
> CCC1(CC)Cc2ccccc2C(C2=C(O)CC(C)(C)CC2=O)=N1
    6.6%	9.4
> CC(C)CCN(C(=S)Nc1cccc(F)c1)C1CCN(C(C)C)CC1
    -4.0%	·
> CCOc1ccc(-n2c(SCC(=O)Nc3ccc(OC)cc3)nc3c(c2=O)SCC3)cc1
    -2.9%	·
> COC(=O)c1cccc(C23CC4(C2)[C@H](CN(Cc2cccnc2)[C@@H]4c2ccccc2)C3c2ccccc2)c1 (stereo partly specified)
    3.4%	-9.1
> COC(=O)C1C(=O)c2c([nH]c(C(=O)OC3CCCCCC3)c2C)CC1C (stereo unspecified)
    1.1%	0.9
> O=C(c1ccc(S(=O)(=O)N2CCCCC2)cc1)N1CCN(c2ccccc2F)CC1
    1.4%	11.1
> COc1ccccc1N1CCN(C(c2cc3cc(C)ccc3[nH]c2=O)c2nnnn2C2CCCC2)CC1 (stereo unspecified)
    3.9%	-8.9
> CC1(C)CC2CC(C)(CN2C(=O)Cc2ccccc2)C1 (stereo unspecified)
    3.0%	7.5
> Fc1ccccc1Nc1nc(-c2ccncc2)nc2ccccc12
    1.9%	·
> Cc1ccc(N=CC2=C(O)CC(C)(C)CC2=O)nc1
    0.6%	2.6
> Brc1ccc2nc(N3CCCC3)sc2c1
    -3.9%	?
> CSc1nnnn1-c1c(C)cccc1C
    -4.7%	2.1
> C=CCC(=O)OCCCCCCOc1ccc(C(=O)O)cc1
    -0.1%	·
> O=C(Nc1cccnc1)c1sc(Nc2ccccc2F)nc1-c1ccccc1
    -1.4%	·
> CCN(CC)S(=O)(=O)c1cccc(C(=O)N[C@H](C(=O)OCC(N)=O)C(C)C)c1
    1.3%	2.6
> COc1ccc(NC(=O)CSc2nc(O)cc(=O)n2C)cc1
    3.1%	6.6
> Cn1cccc1CC(=O)N/N=C/c1cccc([N+](=O)[O-])c1
    -5.9%	-14.6
> CN(C)C(CNC(=O)c1ccc(S(=O)(=O)N(C)C)cc1)Cc1ccccc1 (stereo unspecified)
    -1.3%	4.3
> CCCCCn1c(=O)c(C(=O)Nc2ccccc2S(N)(=O)=O)c(O)c2ccccc21
    0.8%	0.5
> CCN(C(=O)COC(=O)c1n[nH]c2ccccc12)C1CCS(=O)(=O)C1 (stereo unspecified)
    0.7%	1.8

Three structures from above, ordered by heavy-atom count, descending:
Value order: M. tuberculosis GlmU	Mtb RmlCD inh
> CCN(CC)S(=O)(=O)c1cccc(C(=O)N[C@H](C(=O)OCC(N)=O)C(C)C)c1
    1.3%	2.6
> COc1ccc(NC(=O)CSc2nc(O)cc(=O)n2C)cc1
    3.1%	6.6
> CSc1nnnn1-c1c(C)cccc1C
    -4.7%	2.1

Going on with the list.
Value order: M. tuberculosis GlmU	Mtb RmlCD inh
> O=C(Nc1ccc(N=Nc2ccccc2)cc1)c1ccc(Cl)cc1Cl
    6.0%	-6.3
> C=CCN1C(=O)C(Cc2ccc(OCC)cc2)SC1=Nc1ccc(C(=O)O)cc1 (stereo unspecified)
    -0.9%	-0.5
> COc1ccccc1-c1c(NC(=O)c2ccco2)n(-c2ccccc2)nc(C)c1=O
    1.0%	·
> CC(C)(C)c1ccc(C(=O)N2CCNCC2)cc1
    -1.3%	6.1
> Clc1ccccc1CSc1cc2c(nn1)-c1ccccc1CC2
    ·	-19.0
> C=C1CCN([C@@H](CC(C)C)C(=O)NCc2ccccc2)S(=O)(=O)c2ccccc21
    7.0%	·
> COc1ccccc1C1CC(=O)Nc2c1c(=O)n(C)c(=O)n2C (stereo unspecified)
    -1.9%	-6.9
> CC1CCCC(N2CCN(C(=O)c3ccc(F)cc3)CC2)C1 (stereo unspecified)
    6.5%	·
> O=C(O)C1C2CCC(O2)C1C(=O)NCc1ccccc1Br (stereo unspecified)
    4.1%	-14.4
> CC(=O)Nc1nc(COc2ccc3ccccc3c2)cs1
    -5.3%	·
> Cc1cc(C)n(-c2ncc3c(n2)N(CCO)CCOC3=O)n1
    1.9%	0.8
> CC(=O)c1ccc(Cc2ncc(C(F)(F)F)cc2Cl)s1
    0.2%	·
> CCOC(=O)N1CCC(NC(=O)COc2cc(=O)n(C)c3ccccc23)CC1
    -6.6%	4.6
> COc1ccc(CCNC(=O)C(=O)Nc2ccc3c(c2)OCCO3)cc1OC
    0.3%	0.2
> CSc1nc(-c2ccco2)nn1C(=O)c1ccco1
    6.5%	-1.6
> O=C(CSc1nc2ccccc2s1)N1N=C(c2cccs2)CC1c1ccc(F)cc1 (stereo unspecified)
    1.5%	·
> O=C(CCCCCNC(=O)c1ccccc1)N/N=C/c1ccc(O)cc1O
    1.0%	·
> O=C(CCN1CCCCCC1)Nc1ccc(F)c(F)c1
    -2.4%	·
> CC(=O)c1ccccc1OCC(O)CN1CCN(CCN2C(=O)c3cccc4cccc(c34)C2=O)CC1 (stereo unspecified)
    -9.3%	·
> CSc1nc(C)cc(OCC(=O)N2CCOCC2)n1
    2.3%	7.7
> COc1ccc(/C(C)=N/Nc2ccccc2Cl)c(O)c1
    -2.2%	7.8
> CCc1nnc(NC(=O)CCC(=O)N2CCN(Cc3cc(F)ccc3OC)CC2)s1
    0.3%	-8.8
> CCCCOCCCNC(=O)c1ccc(NC(C)=O)cc1
    2.0%	-8.0
